STK33 kinase inh = human STK33 kinase inhibition | Q9BYT3 | purified STK33, MBP phosphorylation, ADP-Glo luminescence | inhibition, % at 10 µM | actives 0.073% (n = 320,000);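 active means inhibition at or above 25%, using the most active replicate where run in duplicate; inactive means inhibition below 25%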
Target sequence (Q9BYT3 whole entry, looked up): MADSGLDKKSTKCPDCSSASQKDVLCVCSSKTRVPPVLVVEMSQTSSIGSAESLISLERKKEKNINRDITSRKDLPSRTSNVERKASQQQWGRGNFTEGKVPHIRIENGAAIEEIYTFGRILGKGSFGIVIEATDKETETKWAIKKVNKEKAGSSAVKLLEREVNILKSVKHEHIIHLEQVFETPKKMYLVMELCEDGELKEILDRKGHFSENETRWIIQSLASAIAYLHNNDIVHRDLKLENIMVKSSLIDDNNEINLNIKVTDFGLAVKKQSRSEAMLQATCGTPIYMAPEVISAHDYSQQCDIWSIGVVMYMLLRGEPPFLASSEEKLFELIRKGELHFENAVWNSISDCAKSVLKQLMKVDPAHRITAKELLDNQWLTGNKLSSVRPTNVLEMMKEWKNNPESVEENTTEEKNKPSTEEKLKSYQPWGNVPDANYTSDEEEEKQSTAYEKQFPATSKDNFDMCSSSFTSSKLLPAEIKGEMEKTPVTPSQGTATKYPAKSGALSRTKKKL
Kir21 inh = Kir2.1 (mouse) channel inhibition; P35561; HEK293-Kir2.1, FluxOR thallium flux fluorescence; stronger effect = lower value; B-score at 10 µM; actives 0.85% (n = 310,000); AID 1672;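 active means fluorescence ratio B-score at or below minus 3 SD of library scores, with starting-brightness B-score within 2 SD, cut at about -4.2 in these data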;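 further: channel flux triggered by added potassium and thallium sulfate stimulus; B-score of peak minus minimum fluorescence over baseline after thallium stimulus; more negative B-score means stronger Kir2.1 block with less thallium influx; some compounds called inactive have numbers as strong as hits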
Target sequence (P35561 whole entry, looked up): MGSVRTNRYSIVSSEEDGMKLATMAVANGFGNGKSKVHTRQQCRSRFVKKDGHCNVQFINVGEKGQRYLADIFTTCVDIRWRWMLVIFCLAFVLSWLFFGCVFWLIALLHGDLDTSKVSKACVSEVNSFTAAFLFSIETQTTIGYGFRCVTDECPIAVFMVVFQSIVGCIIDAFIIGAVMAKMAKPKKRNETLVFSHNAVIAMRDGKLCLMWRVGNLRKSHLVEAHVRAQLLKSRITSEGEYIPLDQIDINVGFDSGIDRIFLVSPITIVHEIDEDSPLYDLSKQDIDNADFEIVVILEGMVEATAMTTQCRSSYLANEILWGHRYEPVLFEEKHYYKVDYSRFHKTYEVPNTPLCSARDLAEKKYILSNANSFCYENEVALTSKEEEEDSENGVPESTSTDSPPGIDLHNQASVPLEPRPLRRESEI
Numbers without * were called inactive; . = no result given.

SMILES	STK33 kinase inh	Kir21 inh
O=C1c2oc3ccc(Cl)cc3c(=O)c2C(c2cccc(Br)c2)N1CCO (stereo not given)	0.4	0.37
COc1ccc(CCNC(=O)COc2ccccc2[N+](=O)[O-])cc1OC	0.1	-0.01
Cc1c(Cl)c([N+](=O)[O-])nn1CCCC(=O)N(Cc1ccccc1)Cc1ccccc1	-1.6	-2.32
COc1cc(OC)cc(C(=O)NNC(=O)CN2C(=O)NC(C)(c3ccccc3)C2=O)c1 (stereo not given)	-1.0	0.04
COCCSc1nnc(NC(=O)Cc2cccs2)s1	-0.4	1.23
O=C(COC(=O)C1CC1)Nc1ncc(C(F)(F)F)cc1Cl	-1.9	-0.72
COc1ncnc(OC)c1S(=O)(=O)NCc1ccccc1	0.0	-0.58
O=C(c1ccc(N2CCCS2(=O)=O)cc1)N1CCN(c2ccccc2)CC1	-0.5	1.16
COc1ccc(C2C(=O)c3ccccc3C2=O)cc1OC	0.5	-0.77
CC(=O)NC(CC(=O)OCC(=O)c1c(N)n(CC(C)C)c(=O)n(C)c1=O)c1ccccc1 (stereo not given)	-0.7	-2.04
CCN1C(=O)[C@@H]2[C@@H](c3ccc(SC4CCCCC4)cc3)N3CCCC[C@@]3(C(=O)OC)[C@@H]2C1=O	0.0	-1.33
O=C(CSc1ccc(Br)cc1)N1CCN(C(=O)c2ccco2)CC1	-0.8	-2.21
Nn1c(SCC(=O)Nc2c(Cl)cccc2Cl)nncc1=O	0.5	0.48
CC(C)Sc1nc2c(c(=O)n1-c1ccc(F)cc1)SCC2	-1.0	-1.14
O=C(O)CCCCCNc1ccc2nsnc2c1[N+](=O)[O-]	0.8	0.01
O=C(NCc1ccccc1)c1ccc(NC(=O)c2ccccc2F)cc1	0.4	0.53
O=C(Nc1ccc2c(c1)OCO2)c1ccccc1SCC(=O)N1CCCC1	0.1	0.03
CSc1ccccc1NC(=O)COc1ccc2c(c1)OCO2	1.4	.
O=C(CCN1C(=O)C2CCCCC2C1=O)Nc1nc(-c2ccccc2)cs1 (stereo not given)	-1.8	0.76
O=C(NCCc1nnc2ccc(NCCCN3CCOCC3)nn12)c1ccccc1F	0.1	-0.68
COc1ccccc1CNC(=O)c1cnccn1	1.3	-1.18
O=C(/C=C/c1ccc(F)cc1)NC(=S)NNC(=O)[C@H]1C[C@@H]1c1ccccc1	1.0	1.25
CCN(CC)c1ccc(CNc2nc3ccccc3n2C(C)C)cc1	-1.8	-0.99
CC(C)(C)NC(=O)C(c1ccncc1)N(C(=O)c1csnn1)c1ccccc1 (stereo not given)	-1.8	0.09

Reprinted from the part before: seven entries, then new ones.
SMILES	STK33 kinase inh	Kir21 inh
CSc1ccccc1NC(=O)COc1ccc2c(c1)OCO2	1.4	.
O=C(CCN1C(=O)C2CCCCC2C1=O)Nc1nc(-c2ccccc2)cs1 (stereo not given)	-1.8	0.76
O=C(NCCc1nnc2ccc(NCCCN3CCOCC3)nn12)c1ccccc1F	0.1	-0.68
COc1ccccc1CNC(=O)c1cnccn1	1.3	-1.18
O=C(/C=C/c1ccc(F)cc1)NC(=S)NNC(=O)[C@H]1C[C@@H]1c1ccccc1	1.0	1.25
CCN(CC)c1ccc(CNc2nc3ccccc3n2C(C)C)cc1	-1.8	-0.99
CC(C)(C)NC(=O)C(c1ccncc1)N(C(=O)c1csnn1)c1ccccc1 (stereo not given)	-1.8	0.09
CCc1ccc(/C(C)=N\Nc2ccc([N+](=O)[O-])cc2)cc1	-0.7	0.09
O=C(CSc1n[nH]c(=O)[nH]c1=O)c1ccc([N+](=O)[O-])cc1	-0.7	-1.51
NS(=O)(=O)c1ccc(CCNC(=O)CSCC(=O)Nc2ccc(Cl)cc2)cc1	0.2	.
C[C@]12C=CC(=O)C=C1CC[C@H]1[C@@H]3C[C@@H](O)[C@](O)(C(=O)CO)[C@@]3(C)C[C@H](O)[C@@]12F	-1.8	-0.13
COc1ccc(C(=O)Oc2ccc3c(c2)OCO3)cc1OC	-0.1	-1.31
COc1ccc(CCNC(=O)C2CCN(C(=O)c3ccc(OC)c(OC)c3)CC2)cc1	-1.0	0.53
O=C(CCn1c(=S)[nH]c2ccccc2c1=O)NCCCN1CCOCC1	0.0	-0.68
Cc1c(Cc2ccccc2)c(=O)oc2cc(OCc3ccc(C(=O)O)cc3)ccc12	0.4	1.72
Cn1c(=O)c2c(-c3ccc(C(C)(C)C)cc3)n(CC3CCCO3)cc2n(C)c1=O (stereo not given)	0.1	-0.47
O=C(N1CCOCC1)C(F)(F)C(F)(F)C(F)(F)C(F)(F)C(=O)N1CCOCC1	-1.1	1.57
C1=C[C@@H]2CCN(Cc3ccccc3)Cc3cccc(c32)C1	0.4	.
CCN(C(=O)CN1C(=O)COc2ccc(S(=O)(=O)N3CCOCC3)cc21)c1ccc(OC)cc1	-0.7	0.61

Copied from the list:
Reading for O=C(NCc1ccccc1)c1ccc(NC(=O)c2ccccc2F)cc1 under STK33 kinase inh: 0.4
Reading for CSc1ccccc1NC(=O)COc1ccc2c(c1)OCO2 under STK33 kinase inh: 1.4

Continuation.
SMILES	STK33 kinase inh	Kir21 inh
COc1ccc(N(C(=O)c2cccc(OC)c2OC)C2C=CS(=O)(=O)C2)cc1 (stereo not given)	-1.4	0
CC(C)(C)c1ccc(C(CC(=O)O)NC(=O)C23CC4CC(CC(C4)C2)C3)cc1 (stereo not given)	0.1	0.42
O=C(NC1CCCc2c1cnn2-c1cc(F)cc(F)c1)c1ccc[n+]([O-])c1 (stereo not given)	-0.1	-0.56
Cc1cc(C)nc(-n2ncc3c2CCCC3=O)n1	-1.5	0.04
COc1ccc(S(=O)(=O)Nc2ccccc2C(=O)N2CCCCC2)cc1C	0.2	-1.05
C/C(=N\NS(=O)(=O)c1ccccc1)c1cc(Cl)cc(Cl)c1O	-4.1	0.66
CCOc1cc(CNc2ccc3c(c2)CCC3)ccc1OC	0.3	0.01
Cc1ccc(NS(=O)(=O)c2cccc(C(=O)NCC(c3ccco3)N3CCCC3)c2)cc1 (stereo not given)	-1.0	.
CC(C)(C)Nc1c2ccccc2nc2ccccc12	0.2	-4.52*
O=C(O)CCCC(=O)Nc1ccc(Cl)cc1	0.4	0.92
CCOC(=O)N1CCN(S(=O)(=O)c2ccc(-n3cnnn3)cc2)CC1	-1.7	-1.21
CC(C)N(Cc1cnn(C)c1)C(=O)C1CCC(=O)N(CCc2cccc(F)c2)C1 (stereo not given)	1.2	-0.17
O=C(NC1CCCC1)C1CCN(S(=O)(=O)c2cccc3cccnc23)CC1	0.1	0.26
COc1ccc(C(=O)NC2CC(C)(C)Cc3c2cnn3-c2ccccc2C)o1 (stereo not given)	-0.4	0.08
COc1ccc([C@H]2/C=C\CN(S(=O)(=O)c3cccc4cccnc34)[C@@H](C)C(=O)N2Cc2ccc(F)cc2)cc1	-1.2	0.62
CN(C)N=Nc1ccc(S(=O)(=O)/N=C(\O)c2ccccc2)cc1	-0.8	-0.55
Cc1cc(N2C3CCC2CC(O)(c2ccc(F)cc2)C3)nc(-c2ccccc2)n1 (stereo not given)	-1.4	-0.99
Cc1cc(C(C#N)c2ccccc2)n2ncnc2n1 (stereo not given)	-1.7	0.93
O=C(NCC(c1ccco1)N1CCN(c2ccccc2)CC1)c1cccs1 (stereo not given)	1.2	0.55
Clc1ccccc1-c1nc2nc3ccccc3nc2n1-c1ccc2c(c1)OCO2	.	-1.16
CC(c1ccccc1)n1c(CO)nc2ccccc21 (stereo not given)	-0.1	-0.01
Cc1cccc(NC(=O)[C@@H](CC(C)C)NC(=O)[C@@H]2Cc3ccccc3CN2)c1	-0.3	-0.26
COc1ccc(OC)c(C(C(=O)NCc2ccco2)N(C(=O)Cn2nnc3ccccc32)C(C)C)c1 (stereo not given)	2.3	1.68
CC1CCCCN1C(=O)CSc1nc2ncccc2[nH]1 (stereo not given)	0.5	-0.73

Shown as a hit in Kir21 inh (from the list above):
SMILES	STK33 kinase inh	Kir21 inh
CC(C)(C)Nc1c2ccccc2nc2ccccc12	0.2	-4.52*

Compounds listed so far that contain a thiophene ring, fused or not, in the order listed:
SMILES	STK33 kinase inh	Kir21 inh
COCCSc1nnc(NC(=O)Cc2cccs2)s1	-0.4	1.23
O=C(NCC(c1ccco1)N1CCN(c2ccccc2)CC1)c1cccs1 (stereo not given)	1.2	0.55

Following part
SMILES	STK33 kinase inh	Kir21 inh
Nc1ncn(C(=O)c2ccco2)n1	0.0	0.1
CCOC(=O)C1(CCCc2ccccc2)CCN(C(=O)CSC)CC1	0.3	-1.46
Cc1cc(C)c(NC(=O)C2CCC(=O)N2)c(C)c1 (stereo not given)	-0.7	-0.64
CCn1c(=O)c2sccc2n(CC(=O)NC2CCCCC2)c1=O	-0.5	1.13
NS(=O)(=O)c1cccc(NC(=O)CCSc2ccc(Cl)cc2)c1	0.0	-0.27
OC1(c2ccc(Cl)cc2)CCN(Cc2c[nH]c3ccccc23)CC1	-0.6	-6.75*
O=C(N/N=C/c1ccc(Cl)cc1Cl)c1ccc2nc[nH]c2c1	1.8	0.11
CC1=C(C(=O)OC2CCCC2)C(c2coc3ccccc3c2=O)C2=C(CC(C)(C)CC2=O)N1 (stereo not given)	-2.3	1.11
Cc1ccc(CNC(=O)/C(C#N)=C\c2ccc(N(C)C)cc2)cc1	-0.2	0.08
Cn1cc(SCC(N)=O)c2ccccc21	0.3	-0.07
O=C(/C=C/c1ccc(Cl)cc1)NC(=S)Nc1ccccc1C(=O)O	-1.8	1.8
CCn1ncc([N+](=O)[O-])c1C(=O)N1CCCC1	-1.5	-0.3
COC(=O)c1c(C)[nH]c(C(=O)OCC(=O)c2ccc(C)s2)c1C	-0.3	.
Cc1cc(C)cc(NC(=O)c2ccc3nc[nH]c3c2)c1	.	0.23
CC(C)(CO)NCC(=O)Nc1cc(C(F)(F)F)cc(NC(=O)CNC(C)(C)CO)c1Cl	0.9	-1.6
C=CCNC(=O)c1n[nH]c2c1CC(C(C)(C)CC)CC2 (stereo not given)	-1.9	.
CCOc1ccccc1-n1cnc2cc(C(=O)NCc3ccco3)ccc21	0.1	-1.14
COC(=O)[C@H](C)NC(=O)NCc1ccccc1	0.3	-0.13
Cc1cc(N2CCOCC2)nc2ccc(NC(=S)NC(C)C)cc12	7.1	0.13
C=CCNC(=O)c1ccc2c(c1)nnn2C	-1.8	0.1
S=C(c1ccccc1)N1CCSCC1	0.0	-1.22
c1ccc(Cc2noc(CN3CCCC(CN4CCOCC4)C3)n2)cc1 (stereo not given)	2.4	0.47
Cc1sc(NC(=O)c2ccco2)c(CN2CCCCC2)c1C	.	0.37
COc1ccccc1C(=O)NC(=O)COC(=O)CCOc1cc(C)ccc1C	-0.6	-1.04
COc1ccc(OC)c2c(C)cc(N3CCN(C(=O)c4ccc(Cl)cc4)CC3)nc12	-0.3	0.68
Cc1cc(C)n2ncc(C(=O)NC3CCCCC3)c2n1	-4.6	-0.29
O=C(COC(=O)c1cccc(S(=O)(=O)N2CCCCCC2)c1)Nc1ccccc1C(F)(F)F	-0.6	.
Cc1ccc(C(C)C)c(OCC(=O)Nc2sc3c(c2C#N)CC(C)(C)NC3(C)C)c1	-1.0	-0.76
O=C(C[n+]1cc(-c2ccc(F)cc2)n2c1CCC2)Nc1nc(-c2ccc(F)cc2)cs1	-0.5	-0.91
Cc1cc(NC(=O)CCC(=O)N(Cc2cccs2)C(C(=O)NC2CCCC2)c2cccnc2)no1 (stereo not given)	-1.8	-0.06
CN(c1ccccc1)S(=O)(=O)c1ccc(Cl)c(C(=O)Nc2nn[nH]n2)c1	-2.0	0.9
Cc1c(OCC(=O)NCC(O)c2ccccc2)ccc2c3c(c(=O)oc12)CCCC3 (stereo not given)	1.1	-1.63
Cc1ccccc1NC(=O)c1ccc(CN(c2ccccc2)S(=O)(=O)c2ccccc2)cc1	-1.1	0.09
Cc1ccccc1C(=O)NC(C)c1ccc2c(c1)CCCC2 (stereo not given)	0.6	-0.22
Cc1ccccc1OCc1nnc(SCC(=O)NCc2ccco2)n1C	0.9	-0.26
CSc1ccccc1NC(=O)c1cc(C)on1	0.4	2.68
O=C(CSc1ccc(-c2ccccn2)nn1)N1CCCc2ccccc21	1.6	-3.18
O=C(COc1coc(CN2CCN(c3ccccc3)CC2)cc1=O)Nc1ccccc1	0.4	-1.42
COCCOC(=O)C1=C(C)NC(C)=C(C(=O)OC(C)C)C1c1cccc([N+](=O)[O-])c1 (stereo not given)	0.0	1.67
CC1C(=O)CC(c2ccccc2)N(C)C1c1ccccc1 (stereo not given)	-1.8	-0.89
COc1ccc(NC(=O)CSc2nnc3n2CCCCC3)cc1	-1.3	-0.69
COc1ccc(NC(=O)c2ccccc2NS(C)(=O)=O)cc1OC	0.4	0.81
Nc1ccc(C(=O)NCc2ccccc2)cc1	-0.1	0.16
CC1CCCN(C(=O)c2ccc(NC(=O)CC3SC(N4CCCC4)=NC3=O)cc2)C1 (stereo not given)	-0.6	0.95
Cc1ccc(S(=O)(=O)c2nc(S(C)(=O)=O)sc2NCC2CCCO2)cc1 (stereo not given)	-0.6	0.93
CCc1ccc(NC(=O)COc2ccc(Br)cn2)cc1	-1.6	-0.06
Cc1c(C(=O)NCCSCc2cccc(C(F)(F)F)c2)cnn1-c1ccc(F)cc1	-0.4	0.14
C=CCNc1nc(-c2cc3ccccc3o2)cs1	-0.6	-0.28
CCOc1ccccc1Nc1nc(-c2sc(C)nc2C)cs1	-2.7	0.2
CCOC(=O)Cc1csc(NC(=O)C(C)Oc2ccc3c(C)cc(=O)oc3c2)n1 (stereo not given)	1.4	0.07
C/C(=N\Nc1ccc(F)cc1F)c1ccccc1O	-0.8	0.02
COc1ccccc1CC(=O)NNC(=O)c1ccc(C(C)(C)C)cc1	1.7	0.36
Cc1sc(NC(=O)COc2ccccc2)c(C#N)c1-c1ccccc1	0.2	-2.6
O=c1cc(CN2CCc3ccccc32)nc2sccn12	-0.4	1.08

Bioassay records deposited in PubChem by several laboratories.
